LYP phosphatase: inhibitors of LYP phosphatase, biochemical, fluorescence intensity, uHTS (AID 1779) | 0.054% of 290,000 active | recombinant LYP phosphatase, fluorescence intensity; higher % means a stronger effect | one-dose inhibition, % at 11.5 µM; IC50 in µM for titrated hits; in the data active = inhibition above about 50%;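 also: plate controls were vehicle with enzyme for no effect and no enzyme for full effect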
Siah-1 displacement: blockers of Siah-1 interaction with plectin peptide – biochemical, fluorescence polarization, rhodamine-plectin, uHTS, primary screen (AID 1817) | Siah-1 / rhodamine-plectin peptide fluorescence polarization; higher % means a stronger effect | displacement, % at 20 µM, or IC50 in µM where a hit was titrated | 0.02% of 290,000 active;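 active = displacement of at least 50% at 20 µM, with a fluorescence ratio check between 0.3 and a set limit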;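 also: plate controls were Siah plus tracer with DMSO for no effect and tracer alone without Siah for full effect; strong numbers were not always called active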
Myeloid diff 2: myeloid differentiation induction. ER-HoxA9 myeloid progenitors, lysozyme-GFP differentiation, flow cytometry. calls only at 10 µM. 1% of 360,000 active. AID 624256;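 active = normalized GFP-positive differentiation at or above the plate's own cutoff, the solvent-only control mean plus 3 SD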;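 also: cells exposed to compound for four days before flow analysis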
HIV peptide binding: cell-free HIV fusion peptide-binding blockers – biochemical, uHTS, fluorescence dequenching, primary screen (AID 1986) | cell-free peptide binding, fluorescence dequenching, 30 min; higher % means a stronger effect | one-dose inhibition, % at 20 µM; IC50 in µM for titrated hits | 0.3% of 290,000 active; in the data active = inhibition mostly above about 52%, no sharp cut-off; inactive = mostly below about 76%; also: some results filed as inactive read as strong as hits
NTR1 ag: NTR1-driven beta-arrestin-GFP spot formation – imaging, U2OS cells, high content, primary screen (AID 493036). P30989. agonist mode. activation, % at 20 µM. 0.17% of 330,000 active;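 active = activation at or above 40% of the spot to cytoplasm intensity ratio, with at least 20 cells analyzed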;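 also: 0% = DMSO without peptide and 100% = 100 nM NTR1 peptide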
Target sequence (P30989 whole entry, looked up): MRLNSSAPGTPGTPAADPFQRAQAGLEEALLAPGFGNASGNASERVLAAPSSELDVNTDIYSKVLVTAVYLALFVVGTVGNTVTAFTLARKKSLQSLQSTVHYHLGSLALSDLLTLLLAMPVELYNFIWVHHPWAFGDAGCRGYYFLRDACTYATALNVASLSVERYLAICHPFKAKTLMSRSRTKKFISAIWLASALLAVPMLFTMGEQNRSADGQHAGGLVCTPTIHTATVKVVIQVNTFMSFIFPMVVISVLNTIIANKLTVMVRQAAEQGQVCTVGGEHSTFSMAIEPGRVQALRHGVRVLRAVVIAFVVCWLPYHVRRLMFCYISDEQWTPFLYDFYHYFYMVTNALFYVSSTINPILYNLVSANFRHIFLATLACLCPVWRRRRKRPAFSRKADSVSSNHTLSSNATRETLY
PhoP inhibition: inhibitors of PhoP regulon expression, primary screen, Salmonella Typhimurium, GFP reporter (AID 1863). S. Typhimurium PhoP-regulated promoter GFP reporter, 4 h; higher % means a stronger effect. inhibition, % at 50 µM, or IC50 in µM where a hit was titrated. 0.16% of 300,000 active;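 active = inhibition over 29.93%, a cutoff 3 SD above the screen mean, later confirmed by dose response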;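 also: 0% = low Mg2+ inducing control and 100% = high Mg2+ repressing control; strong numbers were not always called active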
Rac1 GTP hydrolysis: MgcRacGAP GTPase-activating activity inhibitors, confirmation, biochemical, ADP Hunter fluorescence; inhibition, % at 30 µM; hits with a dose series show IC50 in µM; MgcRacGAP-stimulated Rac1 GTP hydrolysis, ADP Hunter fluorescence; higher % means a stronger effect; GST-tagged Rac1 F28L mutant substrate; 0.6% of 340,000 active;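 active = first-screen hits whose inhibition reached a set limit at any dose in the follow-up dose series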;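 also: fluorescence reports GDP produced by GAP-driven GTP hydrolysis; strong numbers were not always called active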
GPR55 antagonists: GPR55 antagonists blocking LPI-driven arrestin recruitment, primary screen, imaging, U2OS, beta-arrestin-GFP, LPI agonist (AID 2013); U2OS GPR55 beta-arrestin-GFP translocation imaging, LPI antagonism; higher % means a stronger effect; inhibition, % at 10 µM, or IC50 in µM where a hit was titrated; 0.13% of 290,000 active;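 active = spots per cell inhibited over 60%, with over 100 cells counted and total cytoplasm intensity under 500,000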;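 also: U2OS cells stably carrying GPR55 and arrestin-GFP stimulated by 5 µM LPI near EC80; imaged beta-arrestin-GFP aggregate spots per cell after agonist stimulation; plate controls were LPI-stimulated DMSO wells for no effect and DMSO wells without LPI for full effect; some results filed as inactive read as strong as hits; confirmed hits need IC50 under 10 µM and bright autofluorescent wells are also inconclusive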
GPR35 arrestin U2OS: GPR35 antagonists blocking zaprinast-driven arrestin recruitment, primary screen, imaging, U2OS, beta-arrestin-GFP, zaprinast agonist (AID 2058); U2OS GPR35 beta-arrestin-GFP translocation imaging, zaprinast antagonism; higher % means a stronger effect; inhibition, % at 10 µM; hits with a dose series show IC50 in µM; 0.052% of 290,000 active;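 active = inhibition of at least 50% with at least 30 cells and total cytoplasm GFP at most 10,000,000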
NTR1 ag cell count 20 µM: also measured in NTR1 ag; calls as there; cell count; measured here: cell count, cytotoxicity flag
Myeloid diff 2 GFP+ MAC1+ %: second read-out of Myeloid diff 2, no call of its own (marks repeat the call); GFP+ MAC1+ double positive, %; measured here: differentiation confirmed by MAC1 staining
The depositor's hits bear a star; i = inactive; . = no result given.

entry	mol	LYP phosphatase	Siah-1 displacement	Myeloid diff 2	Myeloid diff 2 GFP+ MAC1+ %	HIV peptide binding	NTR1 ag
1	CCOC(=O)C1=C(c2ccccc2)NC(=O)NC1c1ccc(OC)cc1 (configuration not stated)	-6%	17%	i	0.6	2.4%	-1.0
2	CC(C)NC(=O)c1onc(CSc2cccc(Cl)c2)c1C(=O)O	-10%	5%	i	2.5	7.8%	-4.5
3	COc1ccc(CNc2cc([N+](=O)[O-])ccc2OC)cc1	9%	2%	i	5.5	-2.2%	4.6
4	NC(=O)c1cc(S(=O)(=O)NCCc2ccc(S(N)(=O)=O)cc2)cs1	-13%	4%	i	3.3	-0.6%	0.0
5	Cc1cc(C)cc(NC(=O)NN2C(C)CCCC2C)c1 (configuration not stated)	-3%	-4%	i	0.3	3.3%	0.5
6	O=C(N/N=C(\CC(=O)c1cccs1)C(F)(F)F)c1ccncc1	-4%	-5%	i	0.5	1.7%	-0.5
7	Cc1ccc(C(C)C)c(OCCN2C(=O)NC(C)(C)C2=O)c1	-8%	0%	i	2.0	-0.3%	0.4
8	O=P(c1ccccc1)(c1ccccc1)C(O)c1ccc(Br)cc1 (configuration not stated)	-11%	-5%	i	0.5	-1.9%	4.5
9	CCCC(=O)Nc1c2c(nn1-c1ccc(C)cc1)CS(=O)(=O)C2	-7%	4%	i	0.8	-1.0%	-0.3
10	CCn1nc(C)c(Br)c1-c1nc(CS(=O)(=O)c2ccsc2)no1	1%	-2%	i	0.4	0.9%	0.7
11	COc1ccccc1NS(=O)(=O)c1ccc(Cl)c(NC(=O)CN2C(=O)c3ccccc3C2=O)c1	1%	3%	i	0.7	0.3%	-1.2
12	Cc1ccc(-c2c(C)n([O-])c3c([n+]2=O)CCCC3)cc1	-5%	4%	i	0.1	1.3%	2.9

entry	NTR1 ag cell count 20 µM	PhoP inhibition	Rac1 GTP hydrolysis	GPR55 antagonists	GPR35 arrestin U2OS
1	55	4%	1%	7%	-5%
2	92	-7%	7%	-1%	12%
3	70	12%	9%	10%	5%
4	55	-4%	8%	7%	13%
5	42	5%	8%	-5%	-4%
6	50	2%	.	12%	-2%
7	80	-6%	5%	5%	-4%
8	63	0%	4%	-30%	8%
9	85	0%	5%	4%	12%
10	64	-5%	.	-12%	4%
11	44	2%	2%	-2%	4%
12	34	-1%	7%	5%	7%

Next section:
entry	mol	LYP phosphatase	Siah-1 displacement	Myeloid diff 2	Myeloid diff 2 GFP+ MAC1+ %	HIV peptide binding	NTR1 ag
13	Cc1ccc(NC(=S)N2CCC(O)CC2)c(C)c1	-7%	3%	i	0.2	0.7%	-1.1
14	CCOc1ccc(C(=O)NCCC2=CCCCC2)cc1OCC	9%	-5%	i	0.4	-1.5%	0.3
15	CC1=CC=CC2=NC(=O)CC(C)(C(=O)N(CC(=O)NC3CCCC3)c3ccccc3C)N12 (configuration not stated)	-12%	0%	i	0.9	-1.7%	-0.3
16	Cc1ccc(S(=O)(=O)N2CCCC2)cc1C(=O)O	-11%	1%	i	0.9	-0.4%	2.8
17	CCOc1ccc2nc3sc(C(=O)N4CCN(C)CC4)c(N)c3cc2c1	-6%	2%	i	0.5	3.2%	-0.3
18	CN1CCN(C(=O)c2ccc(C(C)(C)C)cc2)CC1	-7%	2%	i	5.7	-1.5%	-0.3
19	O=C(CN1CCN(c2ccc(O)cc2)CC1)Nc1cc(S(=O)(=O)N2CCCCC2)ccc1Cl	3%	-1%	i	0.4	-1.0%	6.5
20	O=S(=O)(NCc1cccnc1)c1ccc(Cl)c2ccccc12	-8%	-1%	i	7.5	-0.6%	0.1
21	Cc1[nH][nH]c(=O)c1N=Nc1ccc(F)cc1	-7%	-8%	i	0.4	-1.5%	-1.5
22	Cc1cccc(C(=O)c2ccccc2C(=O)O)c1O	-4%	8%	i	5.4	1.2%	0.2
23	CCOC(=O)c1ccccc1N1C(=O)CSC1=S	-9%	0%	i	1.7	-1.5%	2.1
24	CC(=O)N1CCc2cc(S(=O)(=O)CCC(=O)NCc3ccc(F)cc3)ccc21	-7%	11%	i	2.0	-0.7%	-0.6

entry	NTR1 ag cell count 20 µM	PhoP inhibition	Rac1 GTP hydrolysis	GPR55 antagonists	GPR35 arrestin U2OS
13	90	-6%	9%	1%	-10%
14	32	-3%	1%	-9%	-4%
15	83	-5%	8%	8%	13%
16	67	22%	-8%	-3%	-8%
17	89	2%	2%	90%	3%
18	69	4%	10%	-8%	10%
19	56	-5%	31%	9%	0%
20	48	0%	-4%	6%	-4%
21	92	2%	1%	-8%	12%
22	55	-19%	6%	-8%	14%
23	54	-7%	5%	6%	-11%
24	66	-7%	14%	-3%	2%

Laid out differently: results already given.
#19 O=C(CN1CCN(c2ccc(O)cc2)CC1)Nc1cc(S(=O)(=O)N2CCCCC2)ccc1Cl
#14 CCOc1ccc(C(=O)NCCC2=CCCCC2)cc1OCC
#22 Cc1cccc(C(=O)c2ccccc2C(=O)O)c1O
Assay by compound	19	14	22
LYP phosphatase	3%	9%	-4%
Siah-1 displacement	-1%	-5%	8%
Myeloid diff 2	i	i	i
Myeloid diff 2 GFP+ MAC1+ %	0.4	0.4	5.4
HIV peptide binding	-1.0%	-1.5%	1.2%
NTR1 ag	6.5	0.3	0.2
NTR1 ag cell count 20 µM	56	32	55
PhoP inhibition	-5%	-3%	-19%
Rac1 GTP hydrolysis	31%	1%	6%
GPR55 antagonists	9%	-9%	-8%
GPR35 arrestin U2OS	0%	-4%	14%

(next part)
entry	mol	LYP phosphatase	Siah-1 displacement	Myeloid diff 2	Myeloid diff 2 GFP+ MAC1+ %	HIV peptide binding	NTR1 ag
25	COc1cc(CNc2ccc3[nH]c(=O)[nH]c3c2)ccc1OCc1ccc(Cl)cc1	-3%	-3%	i	1.8	-1.0%	6.1
26	CCCC1=NN2C(=N)/C(=C\c3cc(C)n(-c4cccc(C)c4)c3C)C(=O)N=C2S1	5%	-2%	i	0.3	30%	1.6
27	CCOc1ccc(C(=O)NNC2CC(=O)N(Cc3ccc(Cl)cc3)C2=O)cc1OC (configuration not stated)	-3%	-1%	i	0.4	23%	2.4
28	Cc1ccc(S(=O)(=O)CCC(=O)OCC(=O)N(C)C2CCS(=O)(=O)C2)cc1 (configuration not stated)	.	.	i	0.5	.	0.7
29	O=C(Nc1ccccc1F)C1CC1c1ccccc1 (configuration not stated)	-2%	18%	i	0.6	1.7%	1.4
30	CC/C(=N\Nc1ccc([N+](=O)[O-])cc1[N+](=O)[O-])c1ccc(O)cc1	-4%	3%	i	1.1	-4.2%	8.9
31	COc1cc2c(cc1OC)-c1cc(NC3CC3)nc(=O)n1CC2	-4%	2%	i	2.6	1.7%	-1.4
32	O=C1NC(c2ccccc2)=CC(c2ccccc2O)N1 (configuration not stated)	.	.	i	1.7	.	-1.7
33	COc1cccc(C(=O)COc2ccc(NC(=O)c3ccccc3)cc2)c1	-3%	3%	i	1.2	3.3%	0.9
34	COc1ccc(Cl)cc1C(=O)n1cnc2ccccc21	-5%	5%	i	0.4	-0.4%	0.1
35	Cc1ccc(C(=O)Nc2cccc(C(=O)NCc3ccco3)c2)cc1	-5%	5%	i	0.5	1.1%	0.0
36	COc1ccc(OCCNC(=O)c2ccc(C)cc2)cc1	-7%	1%	i	0.4	0.9%	0.2

entry	NTR1 ag cell count 20 µM	PhoP inhibition	Rac1 GTP hydrolysis	GPR55 antagonists	GPR35 arrestin U2OS
25	29	-1%	25%	8%	-4%
26	42	-9%	9%	8%	15%
27	61	-3%	2%	10%	8%
28	60	-8%	5%	.	.
29	54	-3%	0%	-6%	-14%
30	72	.	.	-11%	-3%
31	43	2%	3%	-23%	-22%
32	102	4%	8%	.	.
33	50	.	4%	15%	2%
34	59	-7%	7%	-21%	1%
35	66	-2%	13%	-5%	14%
36	42	6%	12%	8%	3%

Continued.
entry	mol	LYP phosphatase	Siah-1 displacement	Myeloid diff 2	Myeloid diff 2 GFP+ MAC1+ %	HIV peptide binding	NTR1 ag
37	CCc1ccccc1-n1nnc(-c2ccccc2)n1	-10%	2%	i	0.5	-0.5%	1.7
38	Cc1cc(N=Nc2ccc(Cl)cc2)cc(CN2CCOCC2)c1O	-2%	16%	i	0.3	-1.3%	0.8
39	CCn1nc(C(=O)OCC(=O)N2c3ccccc3CC2C)c2ccccc2c1=O (configuration not stated)	-4%	3%	i	0.6	-1.8%	2.9
40	CN1C(=O)COc2ccc(C(=O)c3ccccc3C(=O)O)cc21	-4%	-1%	i	0.2	1.3%	-2.5
41	C=CCNC(=O)C(C(=O)OCC)C1CCCCC1 (configuration not stated)	-6%	4%	i	1.7	-0.6%	-2.6
42	COCCn1c(=O)c2c(nc3n2CC(C)CN3CCc2ccccc2)n(C)c1=O (configuration not stated)	-7%	-5%	i	1.1	0.6%	2.7
43	COc1ccccc1N1CCN(C(c2cccs2)C(C)NC(=O)c2ccco2)CC1 (configuration not stated)	-6%	9%	i	0.1	-2.0%	1.6
44	O=C(c1nnc(-c2ccc(Cl)cc2)o1)C1CCCC1	-1%	2%	i	0.3	14%	1.8
45	CCCc1nc2oc3ccccc3c(=O)c2c(=O)n1-c1ccc(C)cc1	-4%	-7%	i	0.2	-1.9%	1.5
46	COc1cc(OC)cc(-c2nc3cc(C)ccc3o2)c1	2%	-4%	i	1.0	-3.1%	6.0

entry	NTR1 ag cell count 20 µM	PhoP inhibition	Rac1 GTP hydrolysis	GPR55 antagonists	GPR35 arrestin U2OS
37	55	0%	5%	16%	10%
38	56	4%	2%	7%	8%
39	88	13%	5%	-2%	6%
40	53	-8%	6%	14%	-18%
41	51	10%	8%	9%	-8%
42	52	6%	15%	-14%	1%
43	63	-2%	11%	18%	-5%
44	35	1%	6%	0%	-2%
45	57	-1%	.	8%	4%
46	81	-1%	7%	9%	13%
